Screening results deposited in PubChem by several laboratories.
Ecoli viability: bacterial growth inhibition, counter-screen for AddAB inhibitors | E. coli V3065 growth, OD600 absorbance, 18 h | inhibition, % at 11.9 µM | 0.27% of 330,000 active;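 active = inhibition above the campaign's mean inhibition across all tested compounds plus 3 SD, cut at about 9.9% in these data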;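 note: uninfected addAB+ strain grown without phage in ampicillin broth; 0% = DMSO wells and 100% = ciprofloxacin 0.95 µg/ml wells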
PKA-R1A act: PKA-R1A complex activation. PKA-R1A dissociation, Cy5-IP20 fluorescence polarization; scaled: DMSO 0%, 113 µM cGMP 100%. activation, % at 11.4 µM. AID 504707. P00514+P68181. 0.083% of 340,000 active;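 active = percent activation above the mean of all tested compounds plus 3 SD, cut at about 19% in these data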;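 note: higher means more PKAc released from R1A so a rise in polarization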
OPRM1-OPRD1 inv: mu-delta opioid heterodimer inverse agonism; P35372+P41143; cell-based MOR-DOR heterodimer luminescence; inhibition, % at 9.3 µM; 0.21% of 340,000 active; AID 504357; in the data active = inhibition above about 22%, passing the limit was not always enough;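 note: 0% = cells with DMSO and 100% = wells without cells with DMSO; values of inactives mirror those of a sister screen read the other way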
Target sequence (P35372 whole entry, looked up): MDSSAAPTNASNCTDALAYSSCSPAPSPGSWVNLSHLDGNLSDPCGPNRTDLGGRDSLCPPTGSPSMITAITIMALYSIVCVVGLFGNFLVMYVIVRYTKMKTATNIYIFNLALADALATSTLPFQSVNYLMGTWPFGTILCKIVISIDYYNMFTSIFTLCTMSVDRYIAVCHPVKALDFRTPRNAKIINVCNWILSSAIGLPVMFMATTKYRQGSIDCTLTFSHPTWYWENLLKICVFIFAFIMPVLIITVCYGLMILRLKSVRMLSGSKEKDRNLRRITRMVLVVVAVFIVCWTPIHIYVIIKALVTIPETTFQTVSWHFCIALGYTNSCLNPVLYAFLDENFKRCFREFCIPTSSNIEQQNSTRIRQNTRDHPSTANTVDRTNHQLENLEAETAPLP
Target sequence (P41143 whole entry, looked up): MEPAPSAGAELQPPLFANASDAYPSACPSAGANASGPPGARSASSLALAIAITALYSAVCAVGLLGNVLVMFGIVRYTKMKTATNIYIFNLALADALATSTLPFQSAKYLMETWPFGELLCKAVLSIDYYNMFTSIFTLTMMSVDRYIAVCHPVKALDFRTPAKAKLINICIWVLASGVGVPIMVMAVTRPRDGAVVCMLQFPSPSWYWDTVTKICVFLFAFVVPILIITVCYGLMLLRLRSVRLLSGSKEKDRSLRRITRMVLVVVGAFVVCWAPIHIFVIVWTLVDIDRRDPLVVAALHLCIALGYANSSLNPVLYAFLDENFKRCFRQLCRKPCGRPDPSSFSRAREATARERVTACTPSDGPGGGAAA
Mot1-301 SUMO: SUMOylation pathway inhibition by Mot1-301 growth rescue; 1% of 320,000 active; growth rescue, % at 18.8 µM; AID 2716; S. cerevisiae Mot1-301 growth rescue, ATP luminescence, 38.5C; percent above DMSO median, 100 means doubled;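 active = every valid replicate shows activation above 250% relative to neutral control wells; inactive = the rest, any valid replicate at or below 250%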;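 note: OY570 slx delta 5 strain wells were the positive control but not used for scaling; some compounds called inactive have numbers as strong as hits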
MOR-DOR ag: OPRM1-OPRD1 heterodimerization agonism; cells, luminescence; activation, % at 9.3 µM; 0.3% of 340,000 active; AID 504326; in the data active = activation above about 18%;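 note: 0% = vehicle-treated cells and 100% = reference agonist; values of inactives mirror those of a sister screen read the other way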
HTR5A ag: counter-screen for OPRM1-OPRD1 agonists: human HTR5A agonism | activation, % at 9.3 µM | AID 504692 | HTR5A agonist assay, luminescence, cell-based | 0.61% of 340,000 active | P47898; in the data active = activation mostly above about 9.5%, no sharp cut-off; inactive = mostly below about 7.6%;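 note: 0% = cells with vehicle only and 100% = reference agonist; strong numbers were not always called active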
PfHsp90 yeast 2: growth inhibition of yeast expressing Plasmodium Hsp90; S. cerevisiae expressing PfHsp90, BacTiter-Glo ATP, 48 h; yeast lacking PDR1 and PDR3 efflux regulators; inhibition, % at 9.4 µM; 0.32% of 310,000 active;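 active = every replicate shows inhibition above about 80%, whatever the replicate mean, limit read from the data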;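 note: 0% = DMSO neutral controls and 100% = 20 µM radicicol positive controls; yeast relying on Plasmodium falciparum Hsp90 in place of its own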
phage Ecoli inh: E. coli growth loss with phage present; growth absorbance; inhibition, % at 11.9 µM; 0.26% of 360,000 active; in the data active = inhibition above about 11%
HTR5A inv ctr: inverse agonist of human HTR5A in OPRM1-OPRD1 counter-screen. P47898. HTR5A cell line, luminescence, inverse agonism. inhibition, % at 9.3 µM. 0.083% of 340,000 active. AID 504634; in the data active = inhibition mostly above about 23%, no sharp cut-off; inactive = mostly below about 18%;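 note: 0% = cells with DMSO and 100% = no-cell wells with DMSO; some compounds called inactive have numbers as strong as hits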
AddAB inh: less growth of phage-infected E. coli with AddAB; AID 435030; 0.29% of 330,000 active; inhibition, % at 11.9 µM; E. coli expressing H. pylori AddAB, absorbance growth; in the data active = inhibition above about 12%;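 note: 0% = vehicle wells of infected cells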
DSG3 Ab inh: human desmoglein-3 autoantibody binding inhibition | P32926 | DSG3-coupled beads, scFv-anti-DSG3-GFP binding, flow cytometry; hits give low values | binding (percent of control), % at 10 µM | 0.48% of 310,000 active | AID 588358;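 active = binding more than 3 SD below its plate's average and above zero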;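 note: hits lower antibody fragment binding to DSG3; some compounds called inactive have numbers as strong as hits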
Active calls of the source: *; . = no result given. Rows are unselected, and some 3.2% of all compounds hit somewhere here.

Values in the order – Ecoli viability, PKA-R1A act, OPRM1-OPRD1 inv, Mot1-301 SUMO, MOR-DOR ag, HTR5A ag, PfHsp90 yeast 2, phage Ecoli inh, HTR5A inv ctr, AddAB inh, DSG3 Ab inh
- Cc1ccc(C(=O)N/C(=C\c2cccs2)C(=O)NCc2cccnc2)cc1
 : 0.6, 0, 7, 0, -1.4, -3, 2, 4.2, 4, 0.3, 129
- FC(F)(F)c1cc(-c2cccs2)nc2cc(-c3ccccc3)nn12
 : -1.0, 0, -8, -3, 1.5, -3, -2, 2.7, 7, 5.4, 91
- Cc1nnc(NC(=O)CSc2nnc(CC(=O)Nc3ccccc3Cl)n2C)s1
 : -0.7, -3, -11, -3, 1.3, 2, 13, 2.0, -15, 3.2, 125
- CC(C)NC(=O)c1ccc(Cl)cc1Cl
 : -0.6, -10, 13, 3, -2.3, -1, -9, -0.3, 2, 1.9, 96
- COCCCNC(=O)Nc1ccc2c(c1)N(C)C(=O)CS2
 : -1.6, -6, 16, -8, -2.6, 2, -17, 2.3, -5, 3.1, 101
- O=C(Cn1cnc2ccccc2c1=O)Nc1ccc2c(c1)OCO2
 : 2.5, -1, 13, 64, -2.5, -3, 11, 5.0, -16, 1.1, 108
- O=C(c1ccc(Cl)cc1)c1cc(-c2ccccn2)c(N2CCOCC2)s1
 : 0.0, -11, 16, 3, -3.3, 2, -10, 2.3, 13, 4.3, 91
- COc1cc(C2c3cc4c(cc3C(OC3OC5COC(c6cccs6)OC5C(O)C3O)C3COC(=O)C23)OCO4)cc(OC)c1O (centres undefined)
 : 4.1, 14, 2, -4, -0.4, 1, 2, 2.2, -6, 4.6, 101
- CCOc1nc(-c2ccccc2)c2cc(C)ccc2n1
 : -1.5, -7, -4, -26, 0.8, -3, -37, 1.8, 4, -0.6, 92
- CCOc1ccccc1N1CCN(C(=O)c2ccc(NS(=O)(=O)c3ccc4[nH]c(=O)[nH]c4c3)cc2)CC1
 : -1.8, -6, 1, -6, -0.2, 1, 29, 1.4, 21, 0.3, 97
- CCn1cc([N+](=O)[O-])c(C(=O)N2N=C(c3cccc4ccccc34)CC2c2ccccc2O)n1 (centres undefined)
 : -1.5, -2, 3, -21, -0.6, -2, 3, 4.6, -16, -0.2, 99
- CCCc1ccc(OCc2ccc(C(=O)OC)o2)c(OC)c1
 : 0.7, 8, -14, 23, 2.5, -2, ., ., -10, 1.4, 100
- O=C1Nc2ccccc2C1(O)Cc1ccccn1 (centres undefined)
 : -1.7, -10, 13, 96, -2.6, 4, -2, 1.6, -11, 0.9, 85
- NC(N)=N/N=C(\N=Nc1ccccc1)c1cccc2cccnc12
 : ., 5, 2, ., -0.5, -5, 20, 4.4, 18, ., 94
- O=C(CSc1nnc2ccccn12)Nc1cccc(-c2nc3ccccc3s2)c1
 : -1.4, -8, -21, -9, 4.3, 2, -24, -0.3, 0, 2.6, 97
- O=Cc1cnc(N2CCOCC2)nc1
 : 1.8, 5, 16, -5, -3.0, 3, ., 2.8, -28, 3.1, 108
- COC(=O)CCNC(=O)c1nn(Cc2ccccc2)c(=O)c2ccccc12
 : -0.2, 4, 10, 0, -1.8, 7, -12, 4.6, -20, 0.6, 116
- O=C(COC(=O)COc1ccc2c(c1)CCC2)Nc1ccccc1
 : -1.9, -2, -34, ., 8.0, 6, -3, 1.8, -15, 1.1, 90
- CCC(CC)c1nnc(NC(=O)CCCN2C(=O)c3ccccc3C2=O)s1
 : -0.1, -2, 11, -2, -2.0, -3, 12, 2.6, -19, 0.0, 91
- CC1=C(C(=O)Nc2ccc(C)cc2)C(c2cccs2)NC(=S)N1 (centres undefined)
 : -2.6, 1, -2, ., 0.4, 4, 0, 3.4, 19, 0.4, 95
- COc1ccc(CCN(Cc2ccccn2)C(=S)Nc2ccc(C)cc2)cc1OC
 : 2.0, 1, 12, -16, -2.5, 0, -32, -0.8, -1, 1.3, 103
- C(=N\Nc1nccc(-c2cccnc2)n1)/c1ccccc1
 : 1.8, ., ., -16, ., ., ., 3.6, ., 2.3, 101
- CCCCCCCCn1c2c(c(=N)c3c1CCC3)CCCC2
 : 2.8, -4, 20, -17, -3.8, 13*, -12, 5.6, -35, 3.5, 107
- C=CCc1cc(/C=C/c2nc(O)c([N+](=O)[O-])c(=O)[nH]2)cc(OC)c1O
 : 0.3, 4, 18, 523*, -3.5, -2, -22, 3.4, 6, 2.2, 111
- COc1ccc2[nH]c(=O)c(CN(C(=O)c3ccco3)C3CCCCC3)cc2c1
 : -1.6, -1, 13, 5, -2.6, -7, ., 1.1, 16, -0.7, 101
- CCn1c(CN2CCN(c3ccc(Cl)cc3)CC2)nc2ccccc21
 : -3.1, -12, -21, -29, 4.8, 2, 39, -0.6, -5, 1.1, 105
- Cc1ccc(N(Cc2ccccc2)C(=O)c2ccc(F)cc2)cc1
 : ., -5, -22, -13, 3.2, 1, -19, 1.5, 17, ., 108
- O=C(O)CNC(=S)NCc1ccccc1
 : -3.4, -1, -4, 42, 0.8, -1, 31, 0.9, 4, -0.1, 107
- CC1=C[C@H]2Cc3cc(C)cc(C)c3S(=O)(=O)[C@@H]2C=C1
 : 0.6, 4, -6, -8, 1.1, 2, -2, 2.8, 14, 4.5, 104
- COc1ccc([N+](=O)[O-])cc1N(CC(=O)Nc1ccccc1C(=O)NC(C)C)S(C)(=O)=O
 : -2.4, 8, 12, 23, -2.3, 4, -10, 3.4, -2, -1.8, 96

An excerpt of these results, as tab-separated lines.
canonical_smiles	Ecoli viability	PKA-R1A act	OPRM1-OPRD1 inv	Mot1-301 SUMO	MOR-DOR ag	HTR5A ag	PfHsp90 yeast 2	phage Ecoli inh	HTR5A inv ctr	AddAB inh	DSG3 Ab inh
CC1=C(C(=O)Nc2ccc(C)cc2)C(c2cccs2)NC(=S)N1 (centres undefined)	-2.6	1	-2	.	0.4	4	0	3.4	19	0.4	95
Cc1ccc(N(Cc2ccccc2)C(=O)c2ccc(F)cc2)cc1	.	-5	-22	-13	3.2	1	-19	1.5	17	.	108
C=CCc1cc(/C=C/c2nc(O)c([N+](=O)[O-])c(=O)[nH]2)cc(OC)c1O	0.3	4	18	523*	-3.5	-2	-22	3.4	6	2.2	111
O=C(CSc1nnc2ccccn12)Nc1cccc(-c2nc3ccccc3s2)c1	-1.4	-8	-21	-9	4.3	2	-24	-0.3	0	2.6	97

(further entries)
Values in the order – Ecoli viability, PKA-R1A act, OPRM1-OPRD1 inv, Mot1-301 SUMO, MOR-DOR ag, HTR5A ag, PfHsp90 yeast 2, phage Ecoli inh, HTR5A inv ctr, AddAB inh, DSG3 Ab inh
- COc1ccccc1CCNC(=O)c1nc(-c2cccs2)no1
 : -0.3, -20, -30, 90, 4.3, 8, 11, 4.7, -21, 5.4, 100
- CC1(C)CC(N2CCN(CCO)CC2)=CC(=S)N1
 : -2.7, 1, 4, 83, -0.7, 2, 0, 3.6, -7, -0.4, 102
- Cc1nc(N2CCN(Cc3nc4ccccc4[nH]3)CC2)c2oc3ccccc3c2n1
 : -2.5, -16, 11, 130, -1.9, 7, -2, 0.2, 15, -0.5, 109
- CCc1nc(SCC(=O)Nc2ccc(N(C)C)cc2)n[nH]1
 : 0.4, -6, 7, 193, -1.4, -2, ., 1.3, -5, 1.6, 97
- Cc1ccc(S(=O)(=O)/N=C/c2c(O)ccc3ccccc23)cc1
 : -2.2, -1, 2, -12, -0.3, -3, -16, 2.5, 13, 0.5, 118
- CCOC(=O)C1(CC2CC2)CCN(Cc2cn[nH]c2-c2ccccc2)CC1
 : 2.5, 2, 8, -25, -1.8, -2, 2, 3.5, 5, 2.0, 101
- Cc1ccccc1NC(=S)NCCSc1ccc(Cl)cc1
 : 0.0, -9, -17, 13, 3.8, 3, -6, 3.9, -22, -0.6, .
- CCOc1ccc(OCCn2nnc3ccccc3c2=O)cc1
 : -0.5, 8, 4, -3, -0.7, -2, 30, 4.8, 3, -0.2, 102
- CCCNC(=O)c1ccccc1NC(=O)Nc1ccccc1C
 : -0.1, -11, 3, -20, -0.7, 1, 2, 0.4, -2, 2.4, 120
- CCc1ccc[n+](-c2[nH]c(=O)sc2/C=N/NC([S-])=Nc2ccccc2)c1
 : -0.3, -1, -4, -9, 0.8, -3, -9, 2.5, 11, 2.8, 99
- COc1ccc(Cl)cc1-c1nc(SCC(=O)NCC2CCCO2)n[nH]1 (centres undefined)
 : 1.9, -6, 8, -7, -2.2, 7, 12, -0.5, -7, 2.2, 96
- COc1ccc(C(=O)NCCS(=O)(=O)NC(C)c2ccccc2)cc1 (centres undefined)
 : 1.5, -5, 5, -9, -0.8, 8, -46, 3.2, -26, -1.7, 104
- N#C/C(=C\c1ccc(-c2cccc([N+](=O)[O-])c2)o1)C(=O)Nc1nc(-c2cccs2)cs1
 : -0.8, -3, 12, 10, -2.4, -1, 12, 0.8, 17, -1.9, 81
- COCc1cc(C)nc2sc(C(=O)Nc3ccccc3OC)c(N)c12
 : 0.3, 2, 6, 27, -1.0, -1, -18, 2.7, -4, 0.3, 105
- Cc1nc2ccc(S(=O)(=O)Nc3ccc(-c4nc5cccnc5s4)cc3)cc2s1
 : -1.0, -11, -4, 376, 0.7, -3, 5, 3.3, -10, -4.0, 101
- CC(=O)Nc1ccc(NC(=O)C(Cc2ccccc2)NC(=O)C2CCC(C)CC2)cc1 (centres undefined)
 : 3.3, -8, 5, 22, -0.9, -1, ., 0.8, -25, 2.1, 110
- O=[N+]([O-])c1cc2oc3c(c2c(C=NCc2ccncc2)c1O)CCCC3
 : ., -2, -11, ., 1.9, 2, -16, ., -11, ., 117
- CC(NC(=O)COC(=O)c1cc(=O)c2ccccc2o1)c1ccccc1 (centres undefined)
 : -4.2, 8, 21, -12, -3.9, 0, ., 3.8, 1, 0.9, 98
- COCCSc1ccccc1C(=O)Nc1ccc(S(=O)(=O)N2CCOCC2)cc1
 : ., -6, 10, -6, -2.1, -3, 4, 2.4, 10, ., 110

Fetched by compound from the list above (3):
Values in the order – Ecoli viability, PKA-R1A act, OPRM1-OPRD1 inv, Mot1-301 SUMO, MOR-DOR ag, HTR5A ag, PfHsp90 yeast 2, phage Ecoli inh, HTR5A inv ctr, AddAB inh, DSG3 Ab inh
- CC(NC(=O)COC(=O)c1cc(=O)c2ccccc2o1)c1ccccc1 (centres undefined)
 : -4.2, 8, 21, -12, -3.9, 0, ., 3.8, 1, 0.9, 98
- COc1ccc(C(=O)NCCS(=O)(=O)NC(C)c2ccccc2)cc1 (centres undefined)
 : 1.5, -5, 5, -9, -0.8, 8, -46, 3.2, -26, -1.7, 104
- N#C/C(=C\c1ccc(-c2cccc([N+](=O)[O-])c2)o1)C(=O)Nc1nc(-c2cccs2)cs1
 : -0.8, -3, 12, 10, -2.4, -1, 12, 0.8, 17, -1.9, 81

3 entries from above, sorted by their value in OPRM1-OPRD1 inv, descending.
| canonical_smiles | OPRM1-OPRD1 inv |
| --- | --- |
| Cc1ccc(S(=O)(=O)/N=C/c2c(O)ccc3ccccc23)cc1 | 2 |
| O=C(O)CNC(=S)NCc1ccccc1 | -4 |
| FC(F)(F)c1cc(-c2cccs2)nc2cc(-c3ccccc3)nn12 | -8 |
